COUP-TFII inh: blocks human COUP-TFII nuclear receptor. HEK293T NGFI-A luciferase reporter, luminescence. inhibition, % at 8.6 µM. hit rate 0.7% among 370,000. AID 686940;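 active = inhibition above a per-plate cutoff, mean inhibition of test wells between control levels plus 3 SD, cut at about 38% in these data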;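 also: cells cotransfected with COUP-TFII expression vector driving the NGFI-A reporter; 0% = median of COUP-TF2 test wells and 100% = reporter-only cells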
SRC2 inh: inhibits human steroid receptor coactivator 2. Q15596. HEK293 GAL4-SRC2 luciferase reporter, luminescence. inhibition, % at 9 µM. hit rate 0.17% among 370,000. AID 651957;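 active = inhibition above the mean inhibition of all tested compounds plus 3 SD, set per campaign, cut at about 52% in these data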;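 also: 0% = DMSO treated cells and 100% = cells given Gossypol at 36 µM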
Target sequence (Q15596 whole entry, looked up, the tested form may be a part): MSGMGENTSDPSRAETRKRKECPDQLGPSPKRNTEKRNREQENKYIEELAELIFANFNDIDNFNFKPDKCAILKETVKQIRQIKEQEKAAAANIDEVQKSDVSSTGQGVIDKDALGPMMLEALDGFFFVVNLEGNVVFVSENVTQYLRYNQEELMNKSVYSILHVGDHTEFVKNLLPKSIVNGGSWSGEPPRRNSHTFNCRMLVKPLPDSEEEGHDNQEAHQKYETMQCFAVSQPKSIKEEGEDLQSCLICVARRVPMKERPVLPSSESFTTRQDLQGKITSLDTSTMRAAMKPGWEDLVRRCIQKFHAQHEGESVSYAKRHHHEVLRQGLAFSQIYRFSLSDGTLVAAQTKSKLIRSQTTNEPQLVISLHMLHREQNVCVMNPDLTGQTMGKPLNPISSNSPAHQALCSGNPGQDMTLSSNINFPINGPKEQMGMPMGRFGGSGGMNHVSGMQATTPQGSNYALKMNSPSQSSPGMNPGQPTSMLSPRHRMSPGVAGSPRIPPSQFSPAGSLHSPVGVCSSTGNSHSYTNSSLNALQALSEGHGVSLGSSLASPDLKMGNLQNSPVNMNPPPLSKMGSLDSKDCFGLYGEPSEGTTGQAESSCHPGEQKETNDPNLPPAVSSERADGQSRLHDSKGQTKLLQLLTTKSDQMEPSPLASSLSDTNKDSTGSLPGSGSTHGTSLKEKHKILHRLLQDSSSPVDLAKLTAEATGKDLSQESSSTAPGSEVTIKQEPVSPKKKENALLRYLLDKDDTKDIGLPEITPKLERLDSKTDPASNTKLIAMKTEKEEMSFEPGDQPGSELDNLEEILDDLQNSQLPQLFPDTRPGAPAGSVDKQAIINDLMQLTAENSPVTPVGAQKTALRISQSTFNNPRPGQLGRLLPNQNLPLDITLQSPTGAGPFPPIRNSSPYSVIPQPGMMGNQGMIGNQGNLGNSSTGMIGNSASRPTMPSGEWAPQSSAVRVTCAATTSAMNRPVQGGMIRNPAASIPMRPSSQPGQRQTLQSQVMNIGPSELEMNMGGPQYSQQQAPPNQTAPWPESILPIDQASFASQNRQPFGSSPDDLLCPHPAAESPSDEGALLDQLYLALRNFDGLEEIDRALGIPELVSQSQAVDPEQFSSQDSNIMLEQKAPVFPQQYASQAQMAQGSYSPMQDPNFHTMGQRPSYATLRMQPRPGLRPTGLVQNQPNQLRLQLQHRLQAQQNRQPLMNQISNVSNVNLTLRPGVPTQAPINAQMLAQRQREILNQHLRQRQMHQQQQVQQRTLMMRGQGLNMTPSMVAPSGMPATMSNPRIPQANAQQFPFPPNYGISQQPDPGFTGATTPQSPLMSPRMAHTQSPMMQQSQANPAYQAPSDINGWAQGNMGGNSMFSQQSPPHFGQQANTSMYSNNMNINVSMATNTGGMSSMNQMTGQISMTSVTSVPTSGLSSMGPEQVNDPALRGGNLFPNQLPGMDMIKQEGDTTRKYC
* = called active by the depositor.

The opening three records (preview)
CN1C(=O)c2cc(NS(=O)(=O)c3ccc(F)cc3)ccc2OC[C@H]2O[C@@H](CC(=O)NCC(F)(F)F)CC[C@@H]21
  COUP-TFII inh = 12	SRC2 inh = -4
C#CCC1c2ccccc2CCN1CC=C (stereo not given)
  COUP-TFII inh = -9	SRC2 inh = -11
O=C(OCc1cn(Cc2ccccc2)nn1)N1CCCC1
  COUP-TFII inh = -8	SRC2 inh = -9

This part in full, previewed entries included:
CN1C(=O)c2cc(NS(=O)(=O)c3ccc(F)cc3)ccc2OC[C@H]2O[C@@H](CC(=O)NCC(F)(F)F)CC[C@@H]21
  COUP-TFII inh = 12	SRC2 inh = -4
C#CCC1c2ccccc2CCN1CC=C (stereo not given)
  COUP-TFII inh = -9	SRC2 inh = -11
O=C(OCc1cn(Cc2ccccc2)nn1)N1CCCC1
  COUP-TFII inh = -8	SRC2 inh = -9
COC(=O)C1=C(C)N(Cc2cccc(C(F)(F)F)c2)C(=NCc2cc(OC)c(OC)c(OC)c2)NC1c1ccccc1 (stereo not given)
  COUP-TFII inh = -6	SRC2 inh = 3
O=C(N/N=C/c1ccco1)c1cc(C2CC2)nc2ccccc12
  COUP-TFII inh = -11	SRC2 inh = -2
C[C@@H]1C=CCCO[C@]12C(=O)N(Cc1ccccc1C(F)(F)F)c1cccc(Br)c12
  COUP-TFII inh = 5	SRC2 inh = 5
O=C(CSc1cccc[n+]1[O-])Nc1ccc(N2CCOCC2)cc1
  COUP-TFII inh = -6	SRC2 inh = -14
O=C(NCc1ccccc1)[C@@H]1CCCN1C(=O)[C@H]1CCCN1C(=O)c1ccc(F)cc1F
  COUP-TFII inh = -10	SRC2 inh = 13
C[C@@H]1Cc2cc(O)c(O)c(O)c2C(=O)O1
  COUP-TFII inh = 13	SRC2 inh = 1
CCOc1ccc(-n2c(SCC(=O)Nc3ccc(S(=O)(=O)Nc4nccs4)cc3)nnc2-c2ccccc2)cc1
  COUP-TFII inh = 14	SRC2 inh = -4

COC(=O)C1=C(C)N(Cc2ccc(F)cc2)C(=S)NC1c1cccc(F)c1 (stereo not given)
  COUP-TFII inh = -6	SRC2 inh = 10
Cc1ccc2c(c1)N(CCCC(=O)NCc1c(F)cccc1F)C(=O)CO2
  COUP-TFII inh = 14	SRC2 inh = 18
Cc1ccc2c(c1)C(CS(=O)(=O)NCC(C)C)NC2 (stereo not given)
  COUP-TFII inh = 0	SRC2 inh = -2
O=C(Cc1c[nH]c2ccccc12)Nc1ccc(Nc2cccnc2)c(-c2ccc(-c3ccccc3)cc2F)c1
  COUP-TFII inh = -4	SRC2 inh = 29
COC(=O)[C@]12C[C@H](CC(=O)NCC34CC5CC(CC(C5)C3)C4)C(=O)N(Cc3cccc4ccccc34)C1=C[C@H](C(C)C)O[C@@H]2C1CC1
  COUP-TFII inh = 6	SRC2 inh = 20
O=C(C(=O)N1CCN(S(=O)(=O)c2cccc3ccccc23)CC1)c1cccc(C(F)(F)F)c1
  COUP-TFII inh = 1	SRC2 inh = 18
COC(=O)[C@@H](N[C@H](/C=C/c1ccccc1)[C@@H](O)Cc1ccccc1)C(C)C
  COUP-TFII inh = -11	SRC2 inh = -6
CCOc1ccc(-n2c(SCC(=O)Nc3cccc4ccccc34)nnc2-c2ccncc2)cc1
  COUP-TFII inh = -16	SRC2 inh = -25
C#CCN1C(=O)[C@@](O)(c2cccn2C)c2cc(F)ccc21
  COUP-TFII inh = 0	SRC2 inh = 4
COc1ccc(CN2C(NC(=O)OCc3ccccc3)=NC3=CC(C)(C)n4c(=O)n(-c5ccccc5)c(=O)n4C32)c(OC)c1 (stereo not given)
  COUP-TFII inh = -8	SRC2 inh = -29

CCOC(=O)N1CCN(C(=O)C[C@H]2C[C@@]3(C(=O)OC)C(=C[C@H](C(C)C)O[C@@H]3C3CC3)N(CCC3=CCCCC3)C2=O)CC1
  COUP-TFII inh = 5	SRC2 inh = 13
O=C(COc1ccccc1C(=O)NCc1ccccc1)Nc1ccc(I)cc1
  COUP-TFII inh = 1	SRC2 inh = -30
O=C(CSc1nnc(COc2ccccc2)n1-c1ccccc1)Nc1ccc2c(c1)OCCO2
  COUP-TFII inh = -8	SRC2 inh = -17
S=c1[nH]nc(-c2n[nH]c3c2CCC3)n1N=Cc1ccc(Br)s1
  COUP-TFII inh = -31	SRC2 inh = -11
COc1ccc(C(C(=O)N(C)C2CCCC2)N(Cc2ccc(F)cc2)C(=O)c2sccc2Cl)cc1OC (stereo not given)
  COUP-TFII inh = 10	SRC2 inh = -9
COc1cccc(/C=C2\CC3(OC(=O)C4CCCC4)CCCN2C3)c1 (stereo not given)
  COUP-TFII inh = -4	SRC2 inh = 9
Cc1ccc(-n2c(SCC(=O)c3ccc(Br)cc3)nnc2-c2ccncc2)cc1
  COUP-TFII inh = -5	SRC2 inh = -10
COC(=O)[C@]12C[C@H](CC(=O)N3CCOCC3)C(=O)N(Cc3ccc(Cl)cc3Cl)C1=C[C@H](C(C)C)O[C@@H]2C1CC1
  COUP-TFII inh = 1	SRC2 inh = -22
CN(C)Cc1c(C(C)(C)O)[nH]c2cc(C(F)(F)F)ccc12
  COUP-TFII inh = -12	SRC2 inh = 20
COc1cc(NC(=O)c2ccccc2)c(C)cc1NC(=O)CSc1nnc(COc2ccccc2)n1Cc1ccco1
  COUP-TFII inh = 19	SRC2 inh = 0

COc1ccc(C2CC(=O)C(c3ccc(F)cc3)=CN2Cc2ccccc2)cc1 (stereo not given)
  COUP-TFII inh = 12	SRC2 inh = 0
C[C@H]1[C@@H]2C[C@@]3(O[C@H](c4ccccn4)N=C3C[C@@H]1c1ccccc1)N(Cc1ccncc1)C2=O
  COUP-TFII inh = -7	SRC2 inh = -19
C=CCn1c(Cc2cccs2)nnc1SCC(=O)Nc1cccc2ccccc12
  COUP-TFII inh = 6	SRC2 inh = -7
Cc1cccc(-c2cccc3c4c([nH]c23)[C@@H]2C[C@H](N(C)C(=O)NC3CCCCC3)[C@H]([C@H](C)O)CN2CC4)c1
  COUP-TFII inh = 10	SRC2 inh = -7
CCCc1cc2c(OC)ccc(O)c2c(=O)n1C
  COUP-TFII inh = -3	SRC2 inh = -15
CC(C)C[C@@H]1COc2cc(NCCCN3CCOCC3)ccc2S(=O)(=O)N1
  COUP-TFII inh = -9	SRC2 inh = 17
COC(=O)[C@]12C[C@H](CC(=O)N3CCC(c4ccccc4)CC3)C(=O)N(CCc3ccc(OC)c(OC)c3)C1=C[C@H](C1CCCC1)O[C@@H]2C
  COUP-TFII inh = 14	SRC2 inh = -9
Cc1cccc(C(=O)Nc2nc3ncccn3c2-c2ccccc2)c1
  COUP-TFII inh = -16	SRC2 inh = 4
CC(C)c1[nH]nc2c1C(c1ccc(Br)cc1)NC2=O (stereo not given)
  COUP-TFII inh = 2	SRC2 inh = -22
CC(=O)N[C@H]1C[C@@H]2O[C@H](CO)CC[C@@H]2O[C@@H]1CCc1ccc(-c2ccc(F)cc2)cc1
  COUP-TFII inh = 1	SRC2 inh = -4

Cc1ccc(CN2C(C(=O)NC3CCCC3)CSCCS2(=O)=O)cc1 (stereo not given)
  COUP-TFII inh = -5	SRC2 inh = 6
COc1ccc(-n2c(SCC(=O)N3CCCC3)nnc2-c2ccncc2)cc1
  COUP-TFII inh = 13	SRC2 inh = 12
CCc1nnc(NS(=O)(=O)c2ccc(NC(=O)c3cc4ccccc4oc3=O)cc2)s1
  COUP-TFII inh = 1	SRC2 inh = -20
CC(C)[C@H](NC(=O)[C@H](Cc1ccccc1)NC(=O)OC(C)(C)C)C(=O)N1CCC2CCN(S(=O)(=O)c3ccccc3)CC21 (stereo not given in full)
  COUP-TFII inh = -3	SRC2 inh = 12
O=C(Nc1ccc(C(F)(F)F)cc1)OC1CCC12CCC(c1ccccc1)CC2 (stereo not given)
  COUP-TFII inh = 4	SRC2 inh = -7
COC(=O)[C@]1(CNC(C)=O)CC(=O)N(Cc2ccc(Cl)cc2)[C@@H]1c1ccc(OC)cc1
  COUP-TFII inh = -9	SRC2 inh = 11
CC(C)CN1C(=O)[C@@]2(CC(=O)N(C)C2c2ccccc2)c2cc(-n3cc(CCc4ccccc4)nn3)ccc21 (stereo not given in full)
  COUP-TFII inh = -34	SRC2 inh = 8
Cc1nnc(N/N=C/c2c(O)n(-c3cccc(C(F)(F)F)c3)c(=O)c3ccccc23)[nH]c1=O
  COUP-TFII inh = -13	SRC2 inh = -42
CCn1c(CNC(=O)c2ccccc2F)nnc1SCc1nc2ccccc2c(=O)[nH]1
  COUP-TFII inh = -2	SRC2 inh = 30
C[C@@H]1CN(C(=O)OC(C)(C)C)CCN1c1ccc(N2CCN(Cc3ccccc3)[C@@H](C)C2)c(C#N)c1
  COUP-TFII inh = 22	SRC2 inh = -4

O=C(OCc1cn(Cc2ccc(Cl)cc2)nn1)N1CCCC1
  COUP-TFII inh = -2	SRC2 inh = -22
CC(C)(C)c1ccc(S(=O)(=O)NCC2CCN(C(=O)C(=O)c3cc4ccccc4o3)CC2)cc1
  COUP-TFII inh = -6	SRC2 inh = 9
Nc1[nH]c(C(=O)c2ccccc2)c(-c2ccccn2)c1C(=O)c1c[nH]c2ccccc12
  COUP-TFII inh = -1	SRC2 inh = -32
Cn1c(=O)c(C(=O)COC(=O)c2cc(C3CC3)nc3ccccc23)c(N)n(Cc2ccccc2)c1=O
  COUP-TFII inh = 0	SRC2 inh = 15
CCOc1ccc(C=Nn2c(-c3cccc(OC(C)C)c3)n[nH]c2=S)cc1
  COUP-TFII inh = -5	SRC2 inh = 0
CCN1C[C@@H]2[C@@H]3C(=O)N(Cc4ccccc4)C(=O)[C@@H]3[C@](CC)(C1=O)N2C(=O)c1ccc(Cl)cc1
  COUP-TFII inh = 12	SRC2 inh = 2
Cc1cc(=O)oc2c(CN(CC(C)C)CC(C)C)c(O)ccc12
  COUP-TFII inh = 1	SRC2 inh = -2
O[C@H](COc1ccc(F)cc1)CN1CCC(C(O)(c2ccccc2)c2ccccc2)CC1
  COUP-TFII inh = -14	SRC2 inh = 6
CSCCCNC(=O)c1oc(=O)c2ccccc2c1-c1ccc(C)cc1
  COUP-TFII inh = 9	SRC2 inh = 12
COc1ccc(CSc2nnc(SCC(=O)Nc3ccccc3-c3ccccc3)s2)cc1
  COUP-TFII inh = 25	SRC2 inh = 14

O=C(CSc1nnc(COc2ccccc2)n1-c1ccc(Cl)cc1)Nc1ccccc1-c1ccccc1
  COUP-TFII inh = 22	SRC2 inh = 6
COc1cccc(/C=C2\CC3(OC(=O)c4ccc(F)cc4)CCCN2C3)c1 (stereo not given)
  COUP-TFII inh = 7	SRC2 inh = -18
COC(=O)c1c(-c2ccc(OC)cc2)c2c(c3c4cc(F)ccc4n(S(=O)(=O)c4ccc(C)cc4)c13)C(=O)N(C)C2
  COUP-TFII inh = 2	SRC2 inh = -25
C[C@H](CO)N1C[C@H](C)[C@@H](CN(C)C(=O)Cc2cccnc2)Oc2ncc(C#CCc3ccccc3)cc2C1=O
  COUP-TFII inh = -5	SRC2 inh = 0
COC(=O)[C@]12C[C@H](CC(=O)NCc3cccc(C(F)(F)F)c3)C(=O)N(Cc3cccc4ccccc34)C1=C[C@H](C1CCCC1)O[C@@H]2C
  COUP-TFII inh = 4	SRC2 inh = 19
CCC(=O)N1CCC(C(=O)NC2CCCc3ccccc32)CC1 (stereo not given)
  COUP-TFII inh = 1	SRC2 inh = 4
COc1ccc(-c2cc(NC(=O)Cc3c(C)[nH]c4ccccc34)ccc2Nc2cccnc2)cc1OC
  COUP-TFII inh = 13	SRC2 inh = -4
CC(C)C[C@H]1COc2cccc(NCCO)c2S(=O)(=O)N1
  COUP-TFII inh = 5	SRC2 inh = -22
CC(C)C[C@H]1COc2cc(Br)ccc2S(=O)(=O)N1Cc1cn(CCC2OCCCO2)nn1
  COUP-TFII inh = -19	SRC2 inh = 12
C=CC1=CCN(S(=O)(=O)C(C)(C)C)[C@@H]1CCO
  COUP-TFII inh = -6	SRC2 inh = 17

Retrieved by compound from the entries so far (2):
CCC(=O)N1CCC(C(=O)NC2CCCc3ccccc32)CC1 (stereo not given)
  COUP-TFII inh = 1	SRC2 inh = 4
CC(C)C[C@H]1COc2cccc(NCCO)c2S(=O)(=O)N1
  COUP-TFII inh = 5	SRC2 inh = -22

The results go on:
COC(=O)c1cc2c(c3c4cc(C)ccc4n(S(=O)(=O)c4cccc(C)c4)c13)C(=O)N(Cc1ccc(N(C)C)cc1)C2
  COUP-TFII inh = -13	SRC2 inh = 14
CCOC(=O)[C@@H]1c2[nH]c3ccccc3c2C[C@@]2(C(=O)OC)C=CCN12
  COUP-TFII inh = -18	SRC2 inh = 31
CCOC(=O)[C@]12CCCC3=C1N(CCC3)C(=O)[C@@H](CC(=O)NCc1cccc(C(F)(F)F)c1)C2
  COUP-TFII inh = 0	SRC2 inh = 0
COc1ccc(S[C@]2(C(=O)N3CCCC3)CC(=O)N(P(=O)(OC)OC)[C@@H]2c2ccc(OC)cc2)cc1
  COUP-TFII inh = 8	SRC2 inh = 14
Nc1ccc(Cc2nc3cc4ccccc4cc3[nH]2)cc1
  COUP-TFII inh = -111	SRC2 inh = -42
COc1ccc(OC)c(S(=O)(=O)N2CCCC(C(=O)Nc3c(C)n(C)n(-c4ccccc4)c3=O)C2)c1 (stereo not given)
  COUP-TFII inh = -3	SRC2 inh = -10
Cc1cc2c(nc1C)CCCN2S(=O)(=O)c1c(C)noc1C
  COUP-TFII inh = -8	SRC2 inh = 14
COc1cccc(S(=O)(=O)N(C)C[C@@H]2Oc3ncc(Br)cc3C(=O)N([C@H](C)CO)C[C@@H]2C)c1
  COUP-TFII inh = 0	SRC2 inh = 9
CCOc1ccc(-n2c(SCC(=O)Nc3ccc4cn[nH]c4c3)nnc2-c2ccncc2)cc1
  COUP-TFII inh = -19	SRC2 inh = -6
O=C(Nc1ccc2c(c1)Cc1ccccc1-2)NC1CCCCN(Cc2ccc(Cl)cc2)C1=O (stereo not given)
  COUP-TFII inh = -10	SRC2 inh = 6

Nothing new here: 2 of the compounds above.
COC(=O)c1cc2c(c3c4cc(C)ccc4n(S(=O)(=O)c4cccc(C)c4)c13)C(=O)N(Cc1ccc(N(C)C)cc1)C2
  COUP-TFII inh = -13	SRC2 inh = 14
CCOC(=O)[C@@H]1c2[nH]c3ccccc3c2C[C@@]2(C(=O)OC)C=CCN12
  COUP-TFII inh = -18	SRC2 inh = 31

An excerpt; the hit share may differ from the screen's.
